Screening results from PubChem BioAssay.
TTR transcr act = TTR transcription activation, primary screen; SH-SY5Y TTR promoter Gaussia luciferase, luminescence; 100% = recombinant luciferase protein wells; activation, % at 16.7 µM; actives 1.3% (n = 92,000);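 active = activation above the mean of all tested compounds plus 3 SD, cut at about 9.5% in these data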;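 also: cells exposed to compounds for one day before reading; 0% = median of all test compound wells on the plate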
* marks the source's active call; other numbers are inactive results.

SMILES | TTR transcr act
O=C(COC(=O)c1cccc2c1C(=O)c1ccccc1C2=O)NC1CCCCC1 | -2.7
COc1cc(SC)ccc1C(=O)Nc1ccc2c(c1)OCCO2 | -2.2
O=C(CCc1nnc2ccc(N3CCCC3)nn12)Nc1ccc(F)c(F)c1 | -0.5
O=C(CN1C(=O)/C(=C/c2ccccc2)SC1=S)Nc1cccnc1 | -1.8
O=C(CC1(O)C(=O)c2ccccc2C1=O)c1ccccc1 | -1.1
CC(=O)N(Cc1ccccc1)Cc1nc2sc(C)c(C)c2c(=O)[nH]1 | -0.1
C[C@@H]1CN([C@@H](C)CO)C(=O)c2cc(NS(C)(=O)=O)ccc2O[C@@H](C)CCCCO[C@H]1CN(C)Cc1ccc2c(c1)OCO2 | 0.7
Cc1nn2c3c(cnc2c1-c1ccccc1)C(=O)CC(c1ccccc1)C3 (stereo not drawn) | 0.0
CC1CN(C(=S)Nc2ccc(F)cc2F)CC(C)O1 (stereo not drawn) | -1.0
[2H]c1c([2H])c([2H])c(C(=O)c2sc(N3CCCCCC3)nc2-c2ccccc2)c([2H])c1[2H] | -0.8
Cc1ccccc1NS(=O)(=O)c1cc2c3c(c1)CC(=O)N3CCC2 | 1.0
O=C(NCC(c1ccccc1)c1ccccc1)[C@H](Cc1c[nH]c2ccccc12)NC1(C(=O)NC2CCCCC2)CCC1 | -0.3

The final two records of the section above lead into the next.
SMILES | TTR transcr act
Cc1ccccc1NS(=O)(=O)c1cc2c3c(c1)CC(=O)N3CCC2 | 1.0
O=C(NCC(c1ccccc1)c1ccccc1)[C@H](Cc1c[nH]c2ccccc12)NC1(C(=O)NC2CCCCC2)CCC1 | -0.3
COc1cc2c(cc1Cl)/C(=C\CCN(C)C)c1ccccc1S2 | -1.9
Cc1ccc(SCc2nc(N)nc(Nc3ccccc3C)n2)c(C)c1 | 32*
CCOc1ccccc1N1CC(C(=O)Nc2cc(S(=O)(=O)N3CCOCC3)ccc2OC(C)C)CC1=O (stereo not drawn) | -1.5
O=C(c1cccc(S(=O)(=O)N2CCCCCC2)c1)N1CCN(Cc2ccccc2)CC1 | -0.1
CCCc1cc(=S)n2c([nH]c3ccccc32)c1C#N | 6.3
CC(C)(C)SCCNS(=O)(=O)c1ccccc1 | -0.2
Cc1ccc(-c2csc(N3CCN(c4cc5c(cc4Cl)nc(-c4ccncc4)n5CCN4CCCCC4)CC3)n2)cc1 | -1.5
CC(=O)N1CC[n+]2c(-c3ccc([N+](=O)[O-])cc3)csc21 | 1.5
CCOC(=O)CNC(=O)CSc1ncccc1-c1nc2ccccc2[nH]1 | 0.0
O=C(CSc1nnc(CNc2ccc(F)cc2)o1)N1c2ccccc2Sc2ccccc21 | -3.4
C=CCN1C(=O)C(CC(=O)Nc2ccccc2)SC1=Nc1c(C)n(C)n(-c2ccccc2)c1=O (stereo not drawn) | -1.9
COc1ccc(OC)c(S(=O)(=O)N/N=C\c2ccc3c(c2)OCO3)c1 | -0.8
CC(C)(C)S(=O)(=O)N1C[C@@H]2CC/C=C\C/C=C\2[C@H]1CCO | -2.3
COc1ccc(NC(=O)CS(=O)CC(=O)Nc2ccc(-n3cnnn3)c(C)c2)cc1 (stereo not drawn) | -0.6
CCOc1ccc(NC(=O)CN(C)C(=O)CN2C(=O)C3CC=CCC3C2=O)cc1OCC (stereo not drawn) | -0.3
O=C(Cn1nc(C(=O)O)c2ccccc2c1=O)Nc1ccccc1C(F)(F)F | -0.6
Cc1ccc(S(=O)(=O)N(C)C)cc1NC(=O)COC(=O)CCCOc1ccccc1 | 1.6
Cc1ccccc1NC(=O)c1cccc2nccnc12 | 7.0
CC(C)CCNC(=O)C(Cc1ccccc1)NS(=O)(=O)c1ccc2c(c1)c(=O)n(C)c(=O)n2C (stereo not drawn) | 1.4
COC(=O)c1cccc(S(=O)(=O)N2CCCCC2)c1 | -2.4
OCC(O)C1OC(c2ccccc2)OC(CO)C1O (stereo not drawn) | 1.9
O=C1c2ccccc2NC(c2cccnc2)N1c1ccccc1F (stereo not drawn) | 1.3
Cc1ccc(N2C(=O)C3CCCN3C2=S)c(C)c1 (stereo not drawn) | 1.7
Cc1cc(=O)[nH]c2c1c(C)nn2C(C)(C)C | 3.7
CC(C)(C)NC(=O)CC1C[C@H](C(=O)N2CCOCC2)[C@@]2(C)c3[nH]c4ccccc4c3CCN2C1=O (stereo partly drawn) | 0.1
CCCCOc1ccc(CSC(=N)N)cc1Cl | -0.1
CC1(C)CC(=O)C2=C(C1)OC(N)=C(C#N)[C@@H]2c1ccccc1[N+](=O)[O-] | -0.2
CCn1c(SCC(=O)c2ccc(Cl)s2)nnc1-c1cccs1 | -1.1
CCCCCCCC(=O)Nc1cc(C(=O)NCc2ccc(C)cc2)ccc1N1CCC2(CC1)CC(c1cccc(Br)c1)=NO2 | 1.9
COc1ccc(Nc2nc(-c3cccc([N+](=O)[O-])c3)nc3ccccc23)c(OC)c1 | 2.8
O=C(NCc1nc2ccccc2[nH]1)C1=C[C@@H](c2ccc(C(F)(F)F)cc2)C[C@@H](OCc2ccc(CO)cc2)O1 | 0.1
Cc1c(Cc2ccccc2)sc(NC(=O)C(C)(C)C)c1C(N)=O | -1.5
CC1(c2nnc(-c3cccc(Cl)c3)o2)CC(c2ccccc2)=NO1 (stereo not drawn) | 1.5
CC(=O)c1cccc(OCC(=O)N(C)CC(=O)Nc2ccc(F)cc2)c1 | 1.2
Cc1cc(NC(=O)CSc2nccn2-c2ccc(Cl)cc2)no1 | 2.2
C/[N+]([O-])=C/c1c(OCc2ccc(Cl)cc2Cl)ccc2ccccc12 | -0.6
O=S1(=O)CC(N2CCCCC2)CN1C1CCCCC1 (stereo not drawn) | -1.1
CN(C#N)c1nc(N2CCOCC2)nc(N2CCOCC2)n1 | 0.2
N#Cc1c2c(c(-c3ccccc3)[nH]c1=O)CCCC2 | 0.8
CCOC(=O)c1ccc2c(c1)nc(-c1ccc(F)cc1)c1nccn12 | -1.2
CCn1c(SCC(=O)Nc2ccccc2OC)nc(O)cc1=O | 1.9
Cc1onc(-c2ccccc2)c1C(=O)Nc1ccc2c(c1)OCCO2 | 3.2
CN(NC(=O)COc1ccccc1)C1=NS(=O)(=O)c2ccccc21 | -1.2
O=C(O)CN(Cc1ccccc1)S(=O)(=O)c1ccc2c(c1)OCCO2 | -1.8
COc1ccc(CCNC(=O)c2nn(C)c3c2CS(=O)(=O)c2ccccc2-3)c(OC)c1 | -1.8
Cc1cccc(-n2nc(C(=O)Nc3ccccc3)n3c(=O)cc(-c4ccccc4)nc23)c1 | 7.2
O=C(CSc1nnc(-c2ccncc2)o1)NCc1ccccc1 | -1.5
CCn1c(COc2cccc3cccnc23)nnc1SCC(=O)OC | 0.4
COc1ccc(C(CNS(=O)(=O)c2ccc(C)cc2)N2CCN(C)CC2)cc1 (stereo not drawn) | -0.7
Nc1ccn([C@@H]2O[C@H](CNCc3ccc(Oc4cc(-n5cccn5)ncn4)cc3)[C@@H](O)[C@H]2O)c(=O)n1 | 1.1
O=C(NCCCN1CCC(Cc2ccccc2)CC1)C1CC(=O)N(C2CCCC2)C1 (stereo not drawn) | 0.7
CCn1c(SCc2nc3ccccc3nc2C)nnc1-c1cccs1 | 1.9
CSc1nc(Cl)c(Cc2ccc(OC(C)C)cc2)c(N2CCOCC2)n1 | -2.9
COc1ccc(/C=C2\SC(=O)N(CCC(=O)N3CCCCC3CCO)C2=O)cc1 (stereo not drawn) | 2.0
O=C(NCCc1ccccc1)OCc1cn(Cc2ccccc2Cl)nn1 | 0.7
CC(C)CN(CC(C)C)CC(O)COc1ccccc1Br (stereo not drawn) | 1.2
CCCCCc1c(-c2cccc(OC)c2)ncn1CCc1ccccc1OC | -1.6
Cc1noc(C)c1S(=O)(=O)Nc1ccc2c(c1)C(=O)N([C@H](C)CO)C[C@H](C)[C@@H](CN(C)C(=O)Nc1ccc3c(c1)OCO3)O2 | 1.1
COc1ccc(C[C@@H]2CN3C(=NC[C@@H]3C)N2C[C@H](C)NC(=O)c2ccc(C)c(Br)c2)cc1 | -1.6
O=S(=O)(c1ccc(Cl)c(NC(=S)Nc2ccccc2N2CCOCC2)c1)N1CCOCC1 | -0.8
Carrying on:
SMILES | TTR transcr act
N#Cc1cc2c(=O)n3ccccc3nc2n(CCCN2CCOCC2)c1=O | -1.4
COc1ccc(CN2CCN(c3ccccc3OC)CC2)cc1OC | 3.7
COC(=O)CC1=C(C(=O)OC)C(c2cc(OC)c(OC)cc2OC)C(C#N)=C(N)O1 (stereo not drawn) | -1.7
Cc1c2cnn(CC(=O)NCCCN3CC(C)CC(C)C3)c(=O)c2c(C)n1Cc1ccc(Cl)cc1 (stereo not drawn) | -3.5
CCc1nccn1-c1cc(C(C)(C)C)nc2c(-c3ccc(Cl)cc3)cnn12 | 1.6
CC(=O)c1c(C)n(-c2ccc(N(C)C)cc2)c2ccc(OCC(N)=O)cc12 | 2.0
O=C(NCc1ccco1)c1ccccc1SCC(=O)N1CCCC1 | 0.0
O=C(NC1CC1)c1ccc(Cl)c(S(=O)(=O)N2CCOCC2)c1 | 4.4
CC1CCN(C(=O)C2CCN(S(=O)(=O)c3cccc4nsnc34)CC2)CC1 | 2.3
O=C(COc1ccccc1Cl)Nc1cc(NC(=O)COc2ccccc2Cl)cc(C(=O)O)c1 | 2.5
Cc1nc2c(C(=O)NCc3cccs3)cnn2c(C)c1Cc1ccc(F)cc1 | -0.1
COc1ccc2cc(/C=N/NC(=O)c3ccc(CN(c4ccc(C)c(C)c4)S(C)(=O)=O)cc3)c(Cl)nc2c1 | -0.5
CC(=O)NCCc1nc2ccccc2n1Cc1ccccc1 | -0.2
O=C(NNC(=O)c1ccccc1OCc1ccccc1Cl)c1csc(N2CCOCC2)n1 | 0.0
COc1ccc(N=Nc2c(C)n[nH]c2C)cc1 | -1.5
NC(=O)C1CCN(CC(=O)N2c3ccccc3CCc3ccccc32)CC1 | -1.3
CCOC(=O)c1c(C=O)c(C)n(Cc2ccc(Cl)cc2)c1C | -3.2
Cc1ccc(S(=O)(=O)NCC23C=CC(O2)C2C(=O)N(c4ccccc4)C(=O)C23)cc1 (stereo not drawn) | -1.4
Oc1ccc(CNc2ccccn2)c2cccnc12 | 3.1
Cn1c(=O)[nH]c(=O)c2c1[nH]c(=S)n2CCCc1ccccc1 | 1.4
Cc1cc(C)cc(NS(=O)(=O)c2ccc3c(c2)c(=O)n(C)c(=O)n3C)c1 | -0.2
CCc1nc2ccc(C(=O)N3CCCCC3)cn2c1N(CCC(C)C)CCN(C)C | -1.7
COc1cccc2c(SCC(=O)N/N=C/c3ccccc3)cc(C)nc12 | 0.6
O=C(COC(=O)CNC(=O)c1ccc([N+](=O)[O-])o1)Nc1ncc(C(F)(F)F)cc1Cl | -1.0
CCCCCCOc1ccc(C(=O)n2cnc(N)n2)cc1 | 1.3
O=C(Nc1nc(-c2ccccn2)cs1)c1ccc2c(c1)OCCO2 | -2.5
O=C(Nc1ccc(C(=O)N2CCOCC2)cc1)c1ccc([N+](=O)[O-])cc1 | 1.0
COc1ccccc1C(=O)NCC1(c2ccccc2)CCCC1 | -0.8
O=C(Nc1ccc(-c2ccc([N+](=O)[O-])cc2)cc1)c1ccccc1F | 0.2
OCCN(Cc1cccnc1)Cc1ccccn1 | -1.6
Cn1cccc1CNCc1ccccc1Cl | -0.9
CN(C)CCCNC(=O)C[C@@H]1CC[C@@H]2[C@H](COc3ccc(NC(=O)c4cccc(F)c4)cc3C(=O)N2C)O1 | 0.3
Cc1ccc(CNC(=O)c2ccc3c(c2)S(=O)(=O)c2ccccc2C3=O)o1 | -2.2
COCCNc1nc(N)c([N+](=O)[O-])c(Nc2ccc(F)cc2)n1 | -0.3
O=C(c1ccc2c3n(nc2c1)-c1ccccc1CO3)N1CCCCC1 | 2.4
O=S(=O)(c1ccc(NC2CCCCC2)cc1)N1CCOCC1 | 0.1
CCOC1=NC(=C(c2ccccc2)c2ccccc2)OC1=O | 0.7
O=C(NCc1cn(-c2ccccc2)nc1-c1ccc(F)cc1)c1cccc([N+](=O)[O-])c1 | -0.5
O=C1CC/C=C\C[C@@H](CC(=O)N(CCO)Cc2ccccc2)C(=O)N[C@H](Cc2c[nH]c3ccccc23)CO1 | -1.0
Cc1ccc(S(=O)(=O)NNC(=O)c2cnn(-c3ccccc3)c2C(F)(F)F)cc1 | 1.3
O=C(CSCc1ccccc1)Nc1ccc(S(=O)(=O)N2CCOCC2)cc1 | -5.2
COc1ccc(C(C(=O)NC2CCCCC2)N(C(=O)CCl)c2ccc(C)cc2)cc1 (stereo not drawn) | -3.1
CCOc1ccc(NC(=S)NC(=O)c2cnn(CC)c2)c([N+](=O)[O-])c1 | -1.5
COC(=O)c1c(-c2ccccc2OC)sc2cc3c(cc12)OCO3 | 1.7
O=C(Nc1cccc([N+](=O)[O-])c1)C(=O)N1CCCCC1 | -0.5
CC(C)N1CC(C(=O)Nc2ccc(Br)c(Cl)c2)CC1=O (stereo not drawn) | 0.6

16 entries from above, tab-delimited:
Compound	TTR transcr act
COc1ccccc1C(=O)NCC1(c2ccccc2)CCCC1	-0.8
O=C(Nc1ccc(-c2ccc([N+](=O)[O-])cc2)cc1)c1ccccc1F	0.2
OCCN(Cc1cccnc1)Cc1ccccn1	-1.6
Cn1cccc1CNCc1ccccc1Cl	-0.9
CN(C)CCCNC(=O)C[C@@H]1CC[C@@H]2[C@H](COc3ccc(NC(=O)c4cccc(F)c4)cc3C(=O)N2C)O1	0.3
Cc1ccc(CNC(=O)c2ccc3c(c2)S(=O)(=O)c2ccccc2C3=O)o1	-2.2
COCCNc1nc(N)c([N+](=O)[O-])c(Nc2ccc(F)cc2)n1	-0.3
O=C(c1ccc2c3n(nc2c1)-c1ccccc1CO3)N1CCCCC1	2.4
O=S(=O)(c1ccc(NC2CCCCC2)cc1)N1CCOCC1	0.1
CCOC1=NC(=C(c2ccccc2)c2ccccc2)OC1=O	0.7
O=C(NCc1cn(-c2ccccc2)nc1-c1ccc(F)cc1)c1cccc([N+](=O)[O-])c1	-0.5
O=C1CC/C=C\C[C@@H](CC(=O)N(CCO)Cc2ccccc2)C(=O)N[C@H](Cc2c[nH]c3ccccc23)CO1	-1.0
Cc1ccc(S(=O)(=O)NNC(=O)c2cnn(-c3ccccc3)c2C(F)(F)F)cc1	1.3
O=C(CSCc1ccccc1)Nc1ccc(S(=O)(=O)N2CCOCC2)cc1	-5.2
COc1ccc(C(C(=O)NC2CCCCC2)N(C(=O)CCl)c2ccc(C)cc2)cc1 (stereo not drawn)	-3.1
CCOc1ccc(NC(=S)NC(=O)c2cnn(CC)c2)c([N+](=O)[O-])c1	-1.5

Only part of the results is shown (hit frequency here may not be typical).
